# INS-1E ATP HTS – INS-1E beta cell protection from cytokine death | INS-1E cytokine-induced death, ATP luminescence, 48 h; normalised: neutral wells 0, positive control 100 | protection from cytokine-induced ATP loss, % at 10 µM | 20,000 compounds, 0.1% hits | AID 488910;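 active = mean replicate protection from cytokine-induced ATP loss at least 50% and at least 75% of replicates each reaching 50%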
#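 Assay system: INS-1E rat insulinoma cells. Amount: 8000 cells per well. Medium: phenol-red-free RPMI with 5% fetal bovine serum. Reagent: IL-1β, TNF-α and IFN-γ cytokine mix. Doses: one compound concentration, pin transfer. Schedule: 48 h co-treatment, 10 min post-lysis read. Detection: CellTiter-Glo luminescence measuring cellular ATP.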
# T cruzi HTS – inhibitors of intracellular Trypanosoma cruzi; 22,000 compounds, 4.9% hits; activity score (inhibition), % at 5.01 µM; AID 651903; intracellular Trypanosoma cruzi in host cells, plate reader; in the data active = activity score above about 55%;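 note: parasites and compound incubated about four days before reading; 0% = median of neutral control wells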
# * = called active by the depositor; . = not tested or not shown. Only part of the results is shown, so the mix of outcomes need not match the whole.
# Preview, 4 compounds:
SMILES,INS-1E ATP HTS,T cruzi HTS
C[C@@H]1CN([C@H](C)CO)C(=O)CCCn2cc(nn2)CO[C@H]1CN(C)Cc1ccc(C(F)(F)F)cc1,.,-4
C[C@@H]1CN([C@H](C)CO)C(=O)Cc2cc(NC(=O)Nc3ccc(C(F)(F)F)cc3)ccc2O[C@H]1CN(C)S(=O)(=O)c1cn(C)cn1,-2,4
Cc1ccc(S(=O)(=O)Nc2ccc3c(c2)CC(=O)N([C@@H](C)CO)C[C@@H](C)[C@@H](CN(C)C(=O)Nc2ccc(F)cc2)O3)cc1,9,-14
C[C@@H]1CN([C@@H](C)CO)C(=O)Cc2cc(NS(=O)(=O)c3ccc(Cl)cc3)ccc2O[C@@H]1CN(C)Cc1ccc(-c2ccccc2)cc1,5,34

# Results, from the first entry:
SMILES,INS-1E ATP HTS,T cruzi HTS
C[C@@H]1CN([C@H](C)CO)C(=O)CCCn2cc(nn2)CO[C@H]1CN(C)Cc1ccc(C(F)(F)F)cc1,.,-4
C[C@@H]1CN([C@H](C)CO)C(=O)Cc2cc(NC(=O)Nc3ccc(C(F)(F)F)cc3)ccc2O[C@H]1CN(C)S(=O)(=O)c1cn(C)cn1,-2,4
Cc1ccc(S(=O)(=O)Nc2ccc3c(c2)CC(=O)N([C@@H](C)CO)C[C@@H](C)[C@@H](CN(C)C(=O)Nc2ccc(F)cc2)O3)cc1,9,-14
C[C@@H]1CN([C@@H](C)CO)C(=O)Cc2cc(NS(=O)(=O)c3ccc(Cl)cc3)ccc2O[C@@H]1CN(C)Cc1ccc(-c2ccccc2)cc1,5,34
CC(C)NC(=O)N(C)C[C@H]1Oc2c(NC(=O)c3ccncc3)cccc2C(=O)N([C@H](C)CO)C[C@H]1C,4,0
C[C@@H]1CN([C@H](C)CO)C(=O)CCCn2nncc2CO[C@H]1CN(C)Cc1cccc(C(F)(F)F)c1,-2,-19
Cc1ccc(S(=O)(=O)Nc2cccc3c2O[C@@H](CN(C)C)[C@H](C)CN([C@H](C)CO)C3=O)cc1,1,-14
C[C@H]1CN([C@@H](C)CO)C(=O)c2cccc(N(C)C)c2O[C@H]1CN(C)C(=O)Nc1ccc2c(c1)OCO2,3,-23
C[C@H]1CN([C@@H](C)CO)C(=O)c2cc(NC(=O)Nc3ccc(F)cc3)ccc2O[C@H]1CN(C)C(=O)NC1CCCCC1,0,6
CNC[C@H]1Oc2ccc(NS(=O)(=O)c3ccc(F)cc3)cc2C(=O)N([C@H](C)CO)C[C@@H]1C,6,-10
C[C@@H]1CN([C@@H](C)CO)C(=O)c2cccc(NC(=O)C3CCOCC3)c2O[C@H]1CN(C)C(=O)Nc1ccc(C(F)(F)F)cc1,3,-17
C[C@@H]1CN([C@H](C)CO)C(=O)Cc2cc(NC(=O)Cc3cn(C)c4ccccc34)ccc2O[C@@H]1CN(C)C(=O)Nc1ccc2c(c1)OCO2,2,-8
C[C@H]1CN([C@@H](C)CO)C(=O)c2cccc(NS(=O)(=O)c3ccccc3)c2O[C@H]1CN(C)Cc1ccccc1,-1,-13
Cc1noc(C)c1NC(=O)N(C)C[C@H]1Oc2ccc(NC(=O)Nc3ccc(C(F)(F)F)cc3)cc2CC(=O)N([C@H](C)CO)C[C@H]1C,0,-7
CC(C)NC(=O)N(C)C[C@H]1Oc2ccc(NC(=O)NC3CCCCC3)cc2C(=O)N([C@H](C)CO)C[C@H]1C,3,-17
C[C@@H]1CN([C@H](C)CO)C(=O)c2cc(NC(=O)Nc3ccc4c(c3)OCO4)ccc2O[C@H]1CN(C)Cc1ccc(C(=O)O)cc1,4,-8
Cc1ccc(S(=O)(=O)Nc2ccc3c(c2)C(=O)N([C@H](C)CO)C[C@@H](C)[C@@H](CN(C)C(=O)Nc2ccc(F)cc2)O3)cc1,-3,-18
C[C@@H]1CN([C@@H](C)CO)C(=O)CCCn2nncc2CO[C@@H]1CN(C)C(=O)Nc1ccc2c(c1)OCCO2,.,-16
C[C@H]1CN([C@@H](C)CO)C(=O)c2cc(NC(=O)c3ccncc3)ccc2O[C@@H]1CN(C)S(=O)(=O)c1ccc(Cl)cc1,3,8
C[C@@H]1CN([C@@H](C)CO)C(=O)Cc2cc(NS(C)(=O)=O)ccc2O[C@@H]1CN(C)Cc1ccc(Oc2ccccc2)cc1,-16,-5
C[C@H](CO)N1C[C@H](C)[C@H](CN(C)S(=O)(=O)c2ccccc2)Oc2ccc(NC(=O)C3CCCCC3)cc2C1=O,-5,-7
COc1ccc(NC(=O)N(C)C[C@H]2Oc3ccc(NC(=O)Nc4cccc5ccccc45)cc3C(=O)N([C@@H](C)CO)C[C@H]2C)cc1,-3,6
Cc1noc(C)c1S(=O)(=O)Nc1ccc2c(c1)C(=O)N([C@@H](C)CO)C[C@@H](C)[C@H](CN(C)Cc1ccc3c(c1)OCO3)O2,0,1
O=C(O)CCCCCCC(=O)N/N=C/c1ccc2ccccc2n1,-5,2
C[C@H]1CN([C@@H](C)CO)C(=O)c2cc(NC(=O)C3CCCCC3)ccc2O[C@@H]1CN(C)S(=O)(=O)c1ccc(F)cc1,4,3
C[C@@H]1CN([C@@H](C)CO)C(=O)c2cccc(NS(=O)(=O)c3ccc(Cl)cc3)c2O[C@H]1CN(C)CC1CC1,8,-12
COc1ccc(NC(=O)N(C)C[C@@H]2Oc3ccc(NC(=O)C4CC4)cc3C(=O)N([C@H](C)CO)C[C@H]2C)cc1,0,-2
COc1ccc(S(=O)(=O)Nc2cccc3c2O[C@H](CN(C)CC2CCCCC2)[C@H](C)CN([C@@H](C)CO)C3=O)cc1,-9,-1
Cc1ccccc1S(=O)(=O)N(C)C[C@H]1OCc2cn(nn2)CCCC(=O)N([C@@H](C)CO)C[C@H]1C,.,-11
C[C@H](CO)N1C[C@H](C)[C@@H](CN(C)C(=O)NC2CCCCC2)Oc2ccc(NC(=O)NC3CCCCC3)cc2C1=O,5,-2
Cc1cc(C(=O)Nc2cccc3c2O[C@H](CN(C)S(=O)(=O)c2ccc(Cl)cc2)[C@H](C)CN([C@H](C)CO)C3=O)n(C)n1,-1,6
Cc1ccc(S(=O)(=O)N(C)C[C@@H]2Oc3c(NC(=O)Nc4c(C)noc4C)cccc3C(=O)N([C@H](C)CO)C[C@@H]2C)cc1,3,4
COc1ccc(NC(=O)N(C)C[C@H]2Oc3c(NS(=O)(=O)c4ccc(F)cc4)cccc3C(=O)N([C@@H](C)CO)C[C@@H]2C)cc1,0,-15
Cc1noc(C)c1S(=O)(=O)N(C)C[C@@H]1Oc2ccc(NC(=O)Cc3ccccc3)cc2CC(=O)N([C@@H](C)CO)C[C@@H]1C,5,8
C[C@H]1CN([C@@H](C)CO)C(=O)Cc2cc(NC(=O)Cc3ccccc3)ccc2O[C@@H]1CN(C)C(=O)Nc1cccc2ccccc12,2,-8
C[C@@H]1CCCCO[C@@H](CN(C)S(=O)(=O)c2ccccc2)[C@@H](C)CN([C@H](C)CO)C(=O)c2cc(N(C)C)ccc2O1,8,13

# The closing 3 entries of the section above are carried over, then new ones follow.
SMILES,INS-1E ATP HTS,T cruzi HTS
Cc1noc(C)c1S(=O)(=O)N(C)C[C@@H]1Oc2ccc(NC(=O)Cc3ccccc3)cc2CC(=O)N([C@@H](C)CO)C[C@@H]1C,5,8
C[C@H]1CN([C@@H](C)CO)C(=O)Cc2cc(NC(=O)Cc3ccccc3)ccc2O[C@@H]1CN(C)C(=O)Nc1cccc2ccccc12,2,-8
C[C@@H]1CCCCO[C@@H](CN(C)S(=O)(=O)c2ccccc2)[C@@H](C)CN([C@H](C)CO)C(=O)c2cc(N(C)C)ccc2O1,8,13
C[C@@H]1CN([C@@H](C)CO)C(=O)c2cccc(NS(=O)(=O)c3cn(C)cn3)c2O[C@H]1CN(C)C(=O)Nc1ccc2c(c1)OCO2,10,41
C[C@H]1CN([C@@H](C)CO)C(=O)c2cc(NS(=O)(=O)c3ccccc3)ccc2O[C@@H]1CN(C)C(=O)Nc1ccccc1,-4,-13
C[C@H]1CN([C@@H](C)CO)C(=O)Cc2cc(NC(=O)Nc3ccc(C(F)(F)F)cc3)ccc2O[C@H]1CN(C)Cc1ccc(Oc2ccccc2)cc1,-19,4
C[C@@H]1CN([C@@H](C)CO)C(=O)c2cccc(NC(=O)C3CCOCC3)c2O[C@@H]1CN(C)Cc1ccc2c(c1)OCO2,3,-17
C[C@@H]1CCCCO[C@H](CN(C)C(=O)c2ccccc2)[C@@H](C)CN([C@H](C)CO)C(=O)c2cc(NC(=O)Nc3cccc4ccccc34)ccc2O1,-1,7
Cc1ccc(S(=O)(=O)Nc2ccc3c(c2)C(=O)N([C@@H](C)CO)C[C@@H](C)[C@H](CN(C)C(=O)Nc2c(C)noc2C)O3)cc1,3,17
Cc1ccc(S(=O)(=O)N(C)C[C@@H]2Oc3ccc(NC(=O)Cc4ccccc4)cc3C(=O)N([C@H](C)CO)C[C@@H]2C)cc1,.,8
C[C@@H]1CN([C@H](C)CO)C(=O)Cc2cc(NC(=O)Nc3ccccc3)ccc2O[C@H]1CN(C)Cc1ccc(-c2ccccc2)cc1,-9,-9
CC(C)NC(=O)N(C)C[C@@H]1Oc2c(NC(=O)Nc3ccccc3)cccc2C(=O)N([C@@H](C)CO)C[C@H]1C,2,4
C[C@H]1CN([C@@H](C)CO)C(=O)c2cccc(NS(=O)(=O)c3ccccc3)c2O[C@H]1CN(C)S(=O)(=O)c1ccc(F)cc1,3,37
COc1ccc(S(=O)(=O)Nc2ccc3c(c2)CC(=O)N([C@@H](C)CO)C[C@@H](C)[C@@H](CN(C)C(=O)Nc2ccccc2)O3)cc1,9,-6
C[C@@H]1CN([C@@H](C)CO)C(=O)c2cccc(NS(C)(=O)=O)c2O[C@H]1CN(C)C(=O)NC1CCCCC1,11,53
Cc1ccc(S(=O)(=O)N(C)C[C@H]2Oc3ccc(NS(=O)(=O)c4cccs4)cc3C(=O)N([C@@H](C)CO)C[C@H]2C)cc1,.,4
CC(C)NC(=O)N(C)C[C@H]1Oc2ccc(NC(=O)CCCCCC(=O)Nc3ccccc3N)cc2C(=O)N([C@H](C)CO)C[C@@H]1C,3,-9
COc1ccc(NC(=O)N(C)C[C@@H]2Oc3ccc(NC(=O)C4CC4)cc3CC(=O)N([C@H](C)CO)C[C@H]2C)cc1,9,-31
C[C@@H]1CN([C@H](C)CO)C(=O)Cc2cc(NS(=O)(=O)c3ccc(Cl)cc3)ccc2O[C@H]1CN(C)C(=O)Nc1ccc(C(F)(F)F)cc1,-11,-5
CC(C)NC(=O)Nc1cccc2c1O[C@H](CN(C)C)[C@H](C)CN([C@@H](C)CO)C2=O,3,-14
C[C@H](CO)N1C[C@H](C)[C@H](CN(C)C(=O)Nc2cccc3ccccc23)Oc2ccc(NC(=O)Nc3ccc(C(F)(F)F)cc3)cc2C1=O,-43,-15
COc1ccc(NC(=O)N(C)C[C@@H]2Oc3c(NC(=O)Nc4ccc5c(c4)OCO5)cccc3C(=O)N([C@H](C)CO)C[C@@H]2C)cc1,3,2
C[C@@H]1CCCCO[C@@H](CN(C)C(=O)c2ccccc2)[C@@H](C)CN([C@H](C)CO)C(=O)c2cc(NC(=O)Nc3ccccc3)ccc2O1,10,-9
C[C@@H]1CN([C@H](C)CO)C(=O)c2cc(NS(=O)(=O)c3ccc(Cl)cc3)ccc2O[C@@H]1CN(C)Cc1ccccc1,-3,-23
C[C@@H]1CCCCO[C@H](CN(C)C(=O)Nc2cccc3ccccc23)[C@@H](C)CN([C@H](C)CO)C(=O)c2cc(NC(=O)c3ccncc3)ccc2O1,-6,-2
COc1ccc(S(=O)(=O)Nc2cccc3c2O[C@H](CN(C)C(=O)NC2CCCCC2)[C@H](C)CN([C@H](C)CO)C3=O)cc1,10,15
CC(C)NC(=O)N(C)C[C@H]1OCCCC[C@@H](C)Oc2ccc(NC(=O)c3ccccc3)cc2C(=O)N([C@H](C)CO)C[C@@H]1C,9,2
COc1ccc(NC(=O)N(C)C[C@H]2Oc3c(NC(=O)c4cnccn4)cccc3C(=O)N([C@H](C)CO)C[C@H]2C)cc1,3,-11
C[C@@H]1CCCCO[C@H](CN(C)C(=O)Nc2ccc(F)cc2)[C@@H](C)CN([C@H](C)CO)C(=O)c2cc(NC(=O)C3CCCCC3)ccc2O1,2,-4
C[C@H]1CN([C@@H](C)CO)C(=O)c2cccc(NS(C)(=O)=O)c2O[C@@H]1CN(C)Cc1ccccc1,8,-40
C[C@H](CO)N1C[C@H](C)[C@H](CN(C)C(=O)Nc2ccc(C(F)(F)F)cc2)Oc2ccc(NC(=O)C3CC3)cc2C1=O,-1,-10
C[C@H]1CN([C@@H](C)CO)C(=O)c2cccc(NS(=O)(=O)c3ccc(F)cc3)c2O[C@@H]1CN(C)C(=O)Nc1ccc(F)cc1,9,-21
C[C@H](CO)N1C[C@H](C)[C@@H](CN(C)C(=O)Nc2cccc3ccccc23)Oc2ccc(NC(=O)CCC(F)(F)F)cc2C1=O,10,-22
C[C@H]1CN([C@@H](C)CO)C(=O)Cc2cc(NC(=O)Cc3ccccc3)ccc2O[C@H]1CN(C)Cc1ccc(Oc2ccccc2)cc1,-57,37
COc1ccc(NC(=O)N(C)C[C@H]2Oc3ccc(NC(=O)Nc4ccc(C(F)(F)F)cc4)cc3C(=O)N([C@H](C)CO)C[C@@H]2C)cc1,-4,-3
C[C@H]1CN([C@@H](C)CO)C(=O)c2cc(NC(=O)C3CC3)ccc2O[C@@H]1CN(C)C(=O)Nc1ccccc1,0,-16
Cc1noc(C)c1NC(=O)Nc1ccc2c(c1)C(=O)N([C@H](C)CO)C[C@H](C)[C@@H](CN(C)C(=O)NC(C)C)OCCCC[C@@H](C)O2,10,6
